FBPA coupling cs – coupling enzyme interference in Giardia aldolase counter-screen. coupling enzyme system counterscreen, AmpLite Red fluorescence. activity change, negative = inhibition, % at 58.2 µM, hits read low. 0.67% of 290,000 active. AID 2472; in the data active = activity change below about -30%
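First, compound is pin-transferred into glyceraldehyde-3-phosphate coupling-enzyme reagent at 57.5 uM final and held 10 min at RT. Next, substrate, coupling system and AmpLite Red are added. After 20 min RT, fluorescence (525/598 nm) is read.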
* marks the source's active call; other numbers are inactive results; & = joins results of further samples. % is scaled to controls: 0 for no effect and ±100 for the full control effect.

Compound	FBPA coupling cs
CC(=O)OC[C@@H]1O[C@H](CCO/N=C(\C)CCC(=O)OC[C@@H]2O[C@H](C#Cc3ccccc3)C=C[C@@H]2Oc2ccc(C)cc2)C=C[C@@H]1OC(C)=O	1
O=C1[C@H]2[C@H]3[C@H](O)[C@H](O)C/C(=N/OCc4ccccc4)[C@H]3CC[C@@H]2C(=O)N1C[C@@H]1CCCO1	1
O=C(c1cnccn1)N1CCC2(CC1)CN(Cc1ccccc1)C2	2
COCCn1c(=O)c(-c2cccc(C#N)c2)nc2cnc(Oc3ccccc3)nc21	3
COC(=O)C(C)CCCC(C)CCCC(C)CCCC(C)C (centres undefined)	1
c1ccc(Nc2cc(-c3ccoc3)ncn2)cc1	0
O=c1cnc2cnc(N3CCNCC3)nc2n1CCc1ccccc1	-3
COc1ccc(Oc2ncc3ncc(=O)n(C[C@H]4CCCO4)c3n2)cc1	-5
COc1ccc(-c2nc3cnc(N4CCN(C)CC4)nc3n(C3CC3)c2=O)cc1	0
CC1CN(c2c(F)c(N)c3c(=O)c(C(=O)O)cn(C4CC4)c3c2F)CC(C)N1 (centres undefined)	2
N#Cc1cccc(NC(=O)N2CCCC3(CCN(C(=O)c4ccncc4)CC3)C2)c1	0
CC#CCOC(=O)C1=CCCN(C)C1	1
COc1ccccc1-c1cc(N(C)Cc2ccco2)ncn1	0
CCCCC/C=C\C[C@H](O)/C=C/C=C/C=C/[C@@H](O)CCCC(=O)O	-1
O=C1C[C@@H](O)[C@@H](O)[C@H]2[C@@H]3C(=O)N(C4CCCCC4)C(=O)[C@@H]3CC[C@H]12	1&-1&1
COc1ccc(Oc2ncc3nc(-c4ccc(F)cc4)c(=O)n(C)c3n2)cc1	0
COc1ccc2c(c1)O[C@@H](c1cccc(C(F)(F)F)c1)[C@H](OC(=O)NS(=O)(=O)c1ccc(C)cc1)C2=O	1
CCNc1ncc2nc(C)c(=O)n(C)c2n1	0
CC(Oc1ccccc1)C(=O)NC1C(=O)N2C(C(=O)O)C(C)(C)S[C@@H]12 (some centres undefined)	7
C=C[C@@]1(C)CC(=O)[C@@]2(O)[C@@]3(C)[C@@H](O)CCC(C)(C)[C@@H]3[C@H](OC(=O)CCN(C)C)[C@H](OC(C)=O)[C@@]2(C)O1	2
CCCCCCCC/C=C\CCCCCCCC(=O)N[C@H](CO)Cc1ccc(O)cc1	-8
CS(=O)(=O)N1CCC2(CCCN(C(=O)Nc3ccccc3)C2)CC1	-1
COc1ccc(NC(=O)N2CCC3(CC2)CCN(S(=O)(=O)c2ccccc2)CC3)cc1	4
O=C(Nc1ccccc1)N1CC[C@@]2(CCCN(C(=O)c3cccc(F)c3)C2)C1	4
COc1ccc(C(=O)N2CCC3(CCCN(C(c4ccccc4)c4ccccc4)C3)CC2)cc1	-3
N[C@@H](Cn1cc(F)c(=O)[nH]c1=O)C(=O)O	3
CCC(=O)CC	0
O=C1NN(C(=O)Nc2ccc(Br)cc2)C(c2ccccc2)C1c1ccccc1 (centres undefined)	1
COC(=O)C1(C(C)=O)CC2=CC[C@@H]3C(=O)N(c4ccccc4)C(=O)[C@@H]3[C@@H]2Cc2ccccc2[C@@H]1C[N+](=O)[O-] (some centres undefined)	-3
NCCC[C@@H](CC(=O)N[C@@H]1CCCC[C@H]1C(=O)N[C@H](CC(=O)N[C@@H](CCC(=O)O)CC(=O)O)Cc1ccccc1)NC(=O)C[C@H](Cc1ccccc1)NC(=O)[C@@H]1CCCC[C@H]1N	0
CN[C@@H]1[C@H](O[C@H]2[C@H](O[C@H]3[C@H](O)[C@@H](O)[C@H](N=C(N)N)[C@@H](O)[C@@H]3N=C(N)N)O[C@@H](C)[C@]2(O)C=O)O[C@@H](CO)[C@H](O)[C@H]1O	-2
C/C(=C\CO)CCC(C)CCCC(C)CCCC(C)C (centres undefined)	-5
Cc1noc(C)c1-c1ccc2ncnc(NCc3cccnc3)c2c1	4
COc1ccc(O[C@H]2C=C[C@@H](c3ccccc3)O[C@H]2CO/N=C2/[C@H]3O[C@@H]3[C@@H](O)[C@H]3[C@H]2CCn2c(=O)n(-c4ccccc4)c(=O)n23)cc1	0
COC(=O)/C=C/C(C)=C/C=C/C(C)=C/C=C/C=C(C)/C=C/C=C(C)/C=C/C(=O)O	-6
CC(C)CC1OC(=O)C2=CCCCC21 (centres undefined)	3

Laid out differently: results already given
> N[C@@H](Cn1cc(F)c(=O)[nH]c1=O)C(=O)O
  FBPA coupling cs: 3
> CCC(=O)CC
  FBPA coupling cs: 0
> O=C1NN(C(=O)Nc2ccc(Br)cc2)C(c2ccccc2)C1c1ccccc1 (centres undefined)
  FBPA coupling cs: 1
> COC(=O)C1(C(C)=O)CC2=CC[C@@H]3C(=O)N(c4ccccc4)C(=O)[C@@H]3[C@@H]2Cc2ccccc2[C@@H]1C[N+](=O)[O-] (some centres undefined)
  FBPA coupling cs: -3

Following part:
Compound	FBPA coupling cs
CO[C@@H]1COC(=O)[C@@H](CCSC)NC(=O)C/C=C\[C@@H](C)COC(=O)CCC[C@H]1C	3
CC(C)Nc1nc(C#N)nc(Nc2ccccc2)n1	-4
Cc1ccc(S(=O)(=O)Nc2cccc3ccc(C)nc23)cc1	-15
NC(N)=NCCCC(NC(=O)C(N)Cc1ccc(O)cc1)C(=O)O (centres undefined)	1
C/C(CCC(=O)OC[C@@H]1O[C@H](C#Cc2ccccc2)C=C[C@@H]1Oc1ccc(C)cc1)=N/O[C@@H](C)CN1CCCc2nc(C)c(C)cc21	3
CC[C@H](NC(=O)[C@H](CCCN=C(N)N)NC(=O)[C@H](Cc1c[nH]c2ccccc12)NC(=O)[C@@H](N)CS)C(=O)N[C@@H](CCCN=C(N)N)C(=O)N[C@@H](Cc1ccc(O)cc1)C(N)=O	-1
N#C/C(=C\c1ccc(O)c(O)c1)C(=O)NCCCCc1ccccc1	1
COc1cccc(-c2nccc(NCc3ccc(OC)cc3OC)n2)c1	-2
O=P1(O)OP(=O)(O)OP(=O)(O)O1.[Al]	0
COCCn1c(=O)c(-c2ccccc2)nc2cnc(N3CCOCC3)nc21	2
COC(=O)C/C=C\[C@@H](C)[C@@H](/C=N\O[C@@H]1O[C@H](COC(C)=O)[C@H](OC(C)=O)[C@H](OC(C)=O)[C@H]1OC(C)=O)OC	1
COc1cccc(-c2ccc3ncnc(NCCN4CCOCC4)c3c2)c1	2
NCCc1cnc(-c2cccc(C(F)(F)F)c2)[nH]1	-5
CC(C)C[C@@H](CC(=O)N[C@H](CC(=O)N[C@@H]1CCCC[C@H]1C(=O)N[C@H](CC(=O)N[C@@H](CCC(=O)O)CC(=O)O)Cc1c[nH]c2ccccc12)C(C)C)NC(=O)[C@@H]1CNCC[C@H]1N	1
O=C(c1cc(C(F)(F)F)cc(C(F)(F)F)c1)N1CCC[C@@]2(CCN(Cc3nccs3)C2)C1	0
C[C@@H](c1ccccc1)N1C(=O)[C@H]2[C@@H]3[C@H](O)C=CC(=O)[C@H]3CC[C@H]2C1=O	0
O=c1[nH]c(=O)n([C@@H]2O[C@H](CO)[C@@H](O)[C@H]2O)cc1Br	4
O=C(O)CNC(=O)[C@@H](CS)Cc1ccccc1	4
CCNc1ncc2nc(CCc3ccccc3)c(=O)n(Cc3cccc(OC)c3)c2n1	3
O=C(O)c1ccc2c3c1cccc3c(=O)n1c3ccccc3nc21	1&9
COC(=O)Nc1ccc(Cl)c(Cl)c1	0
COc1ccc(NC(=O)N2CCC3(CC2)CCN(C(=O)c2cc(C(F)(F)F)cc(C(F)(F)F)c2)CC3)cc1	1
COC(=O)[C@H](Cc1ccccc1)NC(=O)O[C@@H]1C(=O)c2cc(OC)ccc2O[C@H]1c1cccc(OC)c1	3
CC(C)NC(=O)N1CC2(CCN(C(=O)c3cccn3C)CC2)C1	-1
CN(C)C(=O)Nc1ccc(Oc2ccc(Cl)cc2)cc1	0
COc1c(O)c2c(=O)cc(OC)c3c4c(OC)cc(=O)c5c(O)c(OC)c6c(c(c1C[C@@](C)(O)[C@H]6C(C)=O)c23)c54	-12
CN(C)c1ncc2nc(CCc3ccccc3)c(=O)n(-c3ccccc3)c2n1	-4
COc1ccc(C(=O)N2CCC3(CCN(Cc4ccncc4)CC3)CC2)cc1	4
O=C(c1cnccn1)N1CCC2(CC1)CN(c1ccccn1)C2	2
CC1(C)OC(C(O)(c2cccc3c2oc2ccccc23)c2cccc3c2oc2ccccc23)C(C(O)(c2cccc3c2oc2ccccc23)c2cccc3c2oc2ccccc23)O1 (centres undefined)	1
CCCNC(=O)OC[C@@H]1O[C@H](CCO/N=C(\C)CCN2CCCCc3nc(C)c(C)cc32)C=C[C@@H]1Oc1ccc(OC)cc1	1
CS(=O)(=O)N1CCC[C@@]2(CCN(C(c3ccccc3)c3ccccc3)C2)C1	1
COCCn1c(=O)c(-c2cccs2)nc2cnc(N(C)C)nc21	-1
CC(C)NC(=O)N1CCCC2(CCN(C(=O)c3ccncc3)CC2)C1	0
COc1ccc(-n2c(=O)cnc3cnc(N4CCN(C)CC4)nc32)cc1	-2
O=C(c1cnccn1)N1CCC2(CC1)CN(c1cccc(-c3ccccc3)c1)C2	0
CNc1ncnc2ccc(-c3ccccc3C)cc12	-24
CCCCN1CCC(CCC(=O)c2cc(Cl)c(N)cc2OC)CC1	0
CS(=O)(=O)Nc1cccc(-c2ccc3ncnc(Nc4ccccc4)c3c2)c1	4
CCn1ccnc1C[C@@H]1COc2ccccc2O1	7
C/C=C(\C)C(=O)OC1C(OC(=O)C2(C)OC2C)c2cc3ccc(=O)oc3cc2OC1(C)C (centres undefined)	1
Cc1ccc(S(=O)(=O)N[C@H]2COC(=O)[C@H](C)COC(=O)[C@H](C)NC(=O)C/C=C\[C@H]2C)cc1	3
CC[C@H](C)[C@H](NC(=O)[C@H](Cc1ccc(O)cc1)NC(=O)[C@@H](NC(=O)[C@H](CCCN=C(N)N)NC(=O)[C@@H](N)CC(=O)O)C(C)C)C(=O)N[C@@H](Cc1cnc[nH]1)C(=O)N1CCC[C@H]1C(=O)N[C@@H](Cc1ccccc1)C(=O)N[C@@H](Cc1cnc[nH]1)C(=O)N[C@@H](CC(C)C)C(=O)O	2
CC(C)NC(=O)N1CCC2(CC1)CCN(C(=O)c1ccncc1)CC2	2
CC(=O)OC1CC2C(C)(C)C(O)CC(O)[C@@]2(C)C2CC[C@@]3(C)C(=CC(=O)OC3c3ccoc3)[C@]12C (some centres undefined)	3
CO[C@@H]1COC(=O)[C@H](CCSC)NC(=O)C/C=C\[C@@H](C)COC(=O)[C@@H]2CCCN2C(=O)C/C=C\[C@H]1C	0
Cc1c(C(=O)N(C)C2CCCCC2)sc2nc3ccc(N)cc3n12	-3
C[C@H]1CCCC(=O)CCC/C=C/c2c(O)cc(O)cc2C(=O)O1	5
COc1cc(O)c2c(c1)oc(=O)c1c3cc(O)c(O)cc3oc21	-17&-4
COc1cccc(-c2cc(NCCc3c[nH]c4ccc(OC)cc34)ncn2)c1	-31*
O=C(c1ccc(C(F)(F)F)cc1)N1CCC(=O)N([C@H](COCc2ccc(Cl)cc2)Cc2ccccc2)CC1	-6
COC(=O)N[C@@H](/C=C/c1ccccc1)C[N+](=O)[O-]	3
CCCCCCOc1ccccc1C(N)=O	10
CCCCC/C=C\CC1OC1CCCCCCCC(=O)O (centres undefined)	8
Cc1cc(O)c(C=O)c2c1C(=O)Oc1c(C)c(O)c3c(c1O2)C(O)OC3=O (centres undefined)	6
O=c1cnc2cncnc2n1Cc1ccc(F)cc1	2
CC(=O)Oc1cc(OC(C)=O)c2c(=O)cc(-c3ccc(OC(C)=O)c(OC(C)=O)c3)oc2c1	1
COc1cc(NS(=O)(=O)c2cccc([N+](=O)[O-])c2)c2ncccc2c1	-26
Cc1cccc(-c2[nH]c(C(C)(C)C)nc2-c2ccc3c(c2)OCO3)n1	1
c1cncc(-c2cc(-n3ccnc3)ncn2)c1	5

Additional compounds follow:
Compound	FBPA coupling cs
CCCCC(C=O)NC(=O)C(CC(C)C)NC(=O)OCc1ccccc1 (centres undefined)	6
CC(=O)OC[C@@H]1O[C@@H](O/N=C2/C[C@@H](O)[C@@H](O)[C@@H]3[C@@H]4C(=O)N(C5CCCCC5)C(=O)[C@H]4CC[C@H]23)[C@H](OC(C)=O)[C@H](OC(C)=O)[C@@H]1OC(C)=O	2
COc1ccc(-n2c(=O)cnc3cnc(N4CCOCC4)nc32)cc1	0
COc1cccc(Cn2c(=O)c(CCc3ccccc3)nc3cnc(OC)nc32)c1	4
CCCCC(C)(C)[C@H](O)/C=C/[C@H]1[C@H](O)CC(=O)[C@@H]1C/C=C\CCCC(=O)O	0
COc1cc(/C=C\C(=O)N2CCC=CC2=O)cc(OC)c1OC	-1
Cn1cccc1C(=O)N1CCC2(CC1)CCN(c1cccc(-c3ccccc3)c1)CC2	1

Three compounds out of the list, ordered by count of non-hydrogen atoms, ascending.
Compound	FBPA coupling cs
COc1cc(/C=C\C(=O)N2CCC=CC2=O)cc(OC)c1OC	-1
CCCCC(C=O)NC(=O)C(CC(C)C)NC(=O)OCc1ccccc1 (centres undefined)	6
CC(=O)OC[C@@H]1O[C@@H](O/N=C2/C[C@@H](O)[C@@H](O)[C@@H]3[C@@H]4C(=O)N(C5CCCCC5)C(=O)[C@H]4CC[C@H]23)[C@H](OC(C)=O)[C@H](OC(C)=O)[C@@H]1OC(C)=O	2

Screening data deposited in PubChem by National Center for Advancing Translational Sciences (NCATS).

These rows are one share of the data; rates above refer to the full screens.
